Cneo AK release: Cryptococcus neoformans lysis via adenylate kinase release; C. neoformans lysis, adenylate kinase release luminescence, 4 h; normalised: neutral wells 0, clomiphene wells 100; lysis activity, % at 15 µM; 0.2% of 360,000 active; AID 651654;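 active = mean lysis activity across replicates of at least 80%, whatever share of replicates individually reach that level; inactive = mean lysis activity below 80%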
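Assay system: log-phase C. neoformans yeast / Quantity: yeast cell density of 5 × 10^6 cells/mL / Medium: fresh YPD growth medium / Compound: single dose / Timing: static 4 h at 37 °C with compound, 1 h detection / Measured by: adenylate kinase release luminescence / Read-out: lysis from increased AK signal / Benchmarks: Clomiphene as positive lysis control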
RAD54 branch: blocks human RAD54 Holliday junction branch migration. FAM/BHQ fluorescence. 0.14% of 360,000 active. Q92698. inhibition, % at 10.4 µM;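 active = mean normalized replicate activity at least 40 and at least half of replicates scoring 40 or more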;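 also: 0% = median of neutral control wells and 100% = median of positive control wells; inhibitors cause a drop in the FAM fluorescence signal; in these data hits start at about 50%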
PglD DTNB: blocks C. jejuni PglD acetyltransferase activity; purified PglD enzyme, DTNB colorimetric CoA detection; inhibition, % at 12.5 µM; 0.098% of 360,000 active; in the data active = inhibition above about 16%, passing the limit was not always enough; also: strong numbers were not always called active
PGC1a acetyl inh: PGC1a acetylation modulation, inhibitor mode. U2OS PGC1a acetylation, AlphaScreen anti-acetyl-lysine; with virally co-expressed GCN5 acetyltransferase. inhibition, % at 15.6 µM. 0.17% of 350,000 active. AID 651687;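 active = every replicate shows inhibition of at least 40%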;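 also: 0% = neutral control wells and 100% = positive control wells; some results beyond the cut were filed as inactive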
RAD52 inh: blocks human RAD52 DNA annealing | AID 651710 | inhibition, % at 18.7 µM | P43351 | 0.46% of 360,000 active | recombinant RAD52 DNA annealing, FRET fluorescence;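 active = every replicate showing at least 50% inhibition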
Target sequence (P43351 whole entry, looked up): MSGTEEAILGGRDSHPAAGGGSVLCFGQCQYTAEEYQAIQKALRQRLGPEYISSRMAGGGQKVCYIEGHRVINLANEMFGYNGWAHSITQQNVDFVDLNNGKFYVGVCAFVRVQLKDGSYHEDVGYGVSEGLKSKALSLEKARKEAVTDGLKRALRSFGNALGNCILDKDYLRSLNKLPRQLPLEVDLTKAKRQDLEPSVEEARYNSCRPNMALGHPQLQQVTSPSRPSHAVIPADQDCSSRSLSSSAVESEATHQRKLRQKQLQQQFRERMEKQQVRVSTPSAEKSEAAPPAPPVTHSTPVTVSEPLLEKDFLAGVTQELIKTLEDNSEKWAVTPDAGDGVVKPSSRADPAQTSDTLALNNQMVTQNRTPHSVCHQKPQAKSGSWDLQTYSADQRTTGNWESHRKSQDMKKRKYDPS
E-selectin induc: E-selectin induction on HUVECs; P16581; HUVEC E-selectin immunofluorescence imaging; normalized: neutral wells 0, TNF-alpha wells 100; activation, % at 7.58 µM; 0.37% of 260,000 active; AID 686992;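 active = mean E-selectin-positive cell signal at least 10% of the positive control, reached in at least 60% of replicates, without over 20% cell loss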;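 also: in these data hits start at about 27%; measured in HUVEC primary endothelial cells; signal is the percent of cells scored E-selectin positive by PE staining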
Target sequence (P16581 whole entry, looked up): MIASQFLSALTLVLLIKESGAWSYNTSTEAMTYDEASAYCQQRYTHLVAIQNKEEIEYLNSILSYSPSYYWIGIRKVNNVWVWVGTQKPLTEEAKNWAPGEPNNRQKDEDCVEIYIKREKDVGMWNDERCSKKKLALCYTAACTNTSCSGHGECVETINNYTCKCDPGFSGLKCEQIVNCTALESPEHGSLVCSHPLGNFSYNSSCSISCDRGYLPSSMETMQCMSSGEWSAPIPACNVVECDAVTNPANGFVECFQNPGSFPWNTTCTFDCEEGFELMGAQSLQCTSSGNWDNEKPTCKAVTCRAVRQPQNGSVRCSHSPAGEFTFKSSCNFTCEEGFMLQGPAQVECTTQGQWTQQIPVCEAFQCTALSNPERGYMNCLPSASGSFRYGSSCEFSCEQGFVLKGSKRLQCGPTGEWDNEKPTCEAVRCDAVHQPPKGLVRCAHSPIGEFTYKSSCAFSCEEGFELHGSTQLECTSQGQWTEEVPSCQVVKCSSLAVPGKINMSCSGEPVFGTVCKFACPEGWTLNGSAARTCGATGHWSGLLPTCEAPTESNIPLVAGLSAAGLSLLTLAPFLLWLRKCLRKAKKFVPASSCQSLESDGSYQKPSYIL
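Test system – human umbilical vein endothelial cells (HUVEC), E-selectin induction · Input – 3,000 HUVEC seeded per well · Buffer or medium – EGM-2, gelatin · Compound dosing – single-point compound dose · Detection – immunofluorescence imaging · Measure – percent E-selectin-positive cells · Controls – TNF-alpha high, DMSO low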
ERAP1 inh: ERAP1 (human) enzyme inhibition; 0.15% of 340,000 active; recombinant ERAP1, Leu-AMC fluorescence, 60 min; Q9NZ08; inhibition, % at 10.7 µM;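 active = mean replicate inhibition of at least 30%, or all replicates individually reaching that 30% level; inactive = mean below 30% and not every replicate reaching it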;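 also: 0% = neutral control wells and 100% = L-leucinethiol positive control wells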
miR122 inh: inhibitors of miR-122 in Huh7 cells. Huh7 miR-122 Renilla luciferase sensor, 48 h; neutral wells = 0, positive control = 100. activation (reporter increase), % at 12.5 µM. 0.3% of 340,000 active. AID 602342;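 active = mean replicate activation score at least 90 and every replicate individually at or above 90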;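 also: higher luciferase means less miR-122 activity so hits act as miR-122 inhibitors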
Active calls of the source: *; · = no result given; [ ] = remark or other dose. The order is random; overall some 1.4% were active at least once.

Every second line gives: Cneo AK release	RAD54 branch	PglD DTNB	PGC1a acetyl inh	RAD52 inh	E-selectin induc	ERAP1 inh	miR122 inh
(1) Cc1csc2ncc(C(=O)NC(C)c3ccccc3)c(=O)n12 (stereo not given)
    -2	0	-1	·	-12	3.8	7	·
(2) CCCNC(=O)CCn1nc(-c2ccccc2)c2ccccc2c1=O
    7	-4	-2	3	·	·	·	·
(3) C[C@H]1CN([C@@H](C)CO)C(=O)c2cc(-c3ccc(C#N)cc3)cnc2O[C@@H]1CN(C)Cc1cccnc1
    -1	-4	-2	0	-5	0.0	1	-1[16.7 µM]
(4) CO[C@H]1CN(C)C(=O)c2cc(NC(C)=O)ccc2OC[C@H](C)N(C(=O)C2CCC2)C[C@@H]1C
    0	-8	3	·	3	0.0	-1	0[16.7 µM]
(5) FC(F)(F)c1ccccc1NC(=S)NC1CCN(Cc2ccccc2)CC1
    ·	·	·	3	1	·	-1	-2
(6) CCc1ccc(N2CC(C(=O)N/N=C/c3cc([N+](=O)[O-])ccc3O)CC2=O)cc1 (stereo not given)
    -1	2	-3	2	-16	-0.8	2	1
(7) CN(Cc1ccccc1)CC(O)COc1ccc(CNCCc2ccncc2)cc1 (stereo not given)
    ·	·	·	1	2	-1.2	1	·
(8) CC1Cc2ccccc2N1S(=O)(=O)c1cnc(Cl)c(Cl)c1 (stereo not given)
    ·	·	·	-14	-2	5.3	-2	-3
(9) C[C@@H]1CN([C@@H](C)CO)C(=O)c2cc(NC(=O)CCN3CCOCC3)ccc2O[C@H]1CN(C)Cc1ccc(C(=O)O)cc1
    -1	1	10	-3	-1	·	6	7[16.7 µM]
(10) O=C(O)CSCC(=O)Nc1ccc(C(=O)O)cc1
    1	-11	5	3	·	·	·	-5
(11) CN(C)CCN(C(=O)/C=C/c1cccs1)c1nc2ccc(Br)cc2s1
    -1	1	-2	·	-7	·	0	-6
(12) COc1ccc(N(C)S(=O)(=O)c2cccc(C(=O)OCC(=O)Nc3cc(C)ccc3OC)c2)cc1
    1	-4	0	·	-86	0.1	-3	2
(13) CC(=O)c1cccc(NC(=O)NCCc2ccc(Cl)cc2)c1
    -3	-1	-3	·	-8	·	-1	-1
(14) O=C(Nc1ccc(Cl)cc1)N(Cc1nc2ccccc2c(=O)[nH]1)Cc1cccs1
    -2	12	5	-5	·	·	·	7
(15) CCOc1ccc(NC(=O)C(C)N2C(=O)c3ccccc3S2(=O)=O)cc1 (stereo not given)
    0	-4	-1	·	-1	-0.1	-1	1
(16) C[C@@H]1CCCCO[C@H](CN(C)Cc2ccncc2)[C@@H](C)CN([C@H](C)CO)C(=O)c2cc(NS(=O)(=O)c3ccccc3)ccc2O1
    -3	-5	2	5	18	·	-4	-1[16.7 µM]
(17) C/C=C/c1cnc2c(c1)C(=O)N([C@@H](C)CO)C[C@H](C)[C@@H](CN(C)C(=O)Nc1ccc(C(F)(F)F)cc1)O2
    -4	-6	-5	5	7	0.3	-2	-1[16.7 µM]
(18) Cc1ccc(S(=O)(=O)N(C)C[C@H]2Oc3ccc(NC(=O)C4CCCCC4)cc3C(=O)N([C@@H](C)CO)C[C@H]2C)cc1
    -2	1	5	·	-4	0.1	-7	41[16.7 µM]
(19) C=CCc1ccc(OCC(O)CN2CCN(Cc3ccccc3)CC2)c(OC)c1 (stereo not given)
    9	-15	1	·	6	0.3	-3	-2
(20) CCN(C(=O)Cc1nc(N)n[nH]1)C1(C(=O)Nc2ccccc2)CCCCC1
    ·	·	·	-4	-2	0.1	1	·

The results go on.
Every second line gives: Cneo AK release	RAD54 branch	PglD DTNB	PGC1a acetyl inh	RAD52 inh	E-selectin induc	ERAP1 inh	miR122 inh
(21) C=CC[C@H](CC(=O)NCCO)C(=O)N[C@H](COC(=O)[C@@H](CC=C)Cc1ccc(F)cc1)c1ccccc1
    7	1	12	·	-13	0.3	·	-24
(22) CC(NS(=O)(=O)c1cccc(Cl)c1F)[C@H](O)c1ccccc1 (stereo not given in full)
    -1	1	-1	1	-12	2.4	·	3
(23) O=S(=O)(c1ccccc1C(F)(F)F)N1CCOCC1
    -3	-4	1	-10	·	·	·	-5
(24) C=CCc1cccc2cc(C(=O)NC)c(=O)oc12
    1	-9	0	0	·	·	·	13
(25) Cc1ccc(NC(=O)COC(=O)CN2C(=O)c3ccccc3C2=O)cc1
    0	-3	-5	4	-6	-0.4	-2	·
(26) O=C(CC1(CC(=O)N2CCOCC2)CCCC1)Nc1ccccc1
    1	-1	1	3	-1	-1.3	0	6
(27) CCC1CCCCN1C(=O)C1CC(c2cc(Cl)c(OC)cc2OC)=NO1 (stereo not given)
    -1	0	4	-13	·	·	·	10
(28) CC(C)NC(=O)Nc1ccc2c(c1)C(=O)N([C@H](C)CO)C[C@H](C)[C@H](CN(C)S(=O)(=O)c1cn(C)cn1)OCCCC[C@@H](C)O2
    0	0	42	18	-7	·	1	-1[16.7 µM]
(29) N#C/C(=C/c1ccc(-c2ccc(S(N)(=O)=O)cc2)o1)C(=O)Nc1ccccc1
    4	-9	-3	-10	·	·	·	21
(30) COc1ccc(OC)c(S(=O)(=O)N(C)CC(=O)O)c1
    0	-2	-1	-7	·	·	·	-2
(31) CC(=O)Nc1ccc(C(=O)NNC(=O)c2cccc(C)c2)cc1
    1	-2	4	7	5	·	-4	-1
(32) O=C(O/N=C1/CCCc2occc21)c1ccc(Cl)cc1Cl
    0	-1	-3	1	-9	·	-2	·
(33) Cn1c(=O)c2[nH]c(N3CCCCC3)nc2n(C)c1=O
    0	-4	2	·	-6	·	0	·
(34) O=C(C[C@@H]1C=C[C@H](NS(=O)(=O)c2ccc(F)cc2)[C@@H](CO)O1)N1CCc2ccccc2C1
    0	4	-5	-1	-3	0.1	1	·
(35) CC(C)(C)c1ccc(C(=O)c2c[nH]c(C(=O)NCCCN3CCOCC3)c2)cc1
    -4	-2	1	-16	·	·	·	6
(36) Cc1ccccc1Cn1ccc(NC(=O)CCSc2nc(-c3ccco3)cc(C(F)(F)F)n2)n1
    8	-17	-2	-16	·	·	·	5
(37) Cc1noc(C)c1S(=O)(=O)Nc1ccc2c(c1)C(=O)N([C@H](C)CO)C[C@@H](C)[C@@H](CN(C)Cc1ccc(Oc3ccccc3)cc1)O2
    1	-2	0	-12	18	-6.3	0	65[16.7 µM]
(38) COc1ccccc1NC(=O)C1=C(C)NC(=O)NC1c1ccccc1F (stereo not given)
    -1	-14	1	4	-12	0.3	2	-4
(39) Cc1ccc(C(=O)Nc2ccc(N3CCCC3)cc2)cc1
    6	0	0	-10	-9	·	0	2
(40) C[C@@H]1CN([C@H](C)CO)C(=O)c2cc(C#Cc3cccnc3)cnc2O[C@@H]1CN(C)C(=O)CC1CC1
    0	2	4	-2	7	-0.1	-3	-6[16.7 µM]

(continued)
Every second line gives: Cneo AK release	RAD54 branch	PglD DTNB	PGC1a acetyl inh	RAD52 inh	E-selectin induc	ERAP1 inh	miR122 inh
(41) O=C(Nc1nc(-c2nc3ccccc3s2)cs1)c1ccco1
    -1	-5	-3	-1	-19	0.1	-1	4
(42) NC(=O)C1CCN(C(=O)CSc2ccccn2)CC1
    -1	-12	-3	-1	·	·	·	-2
(43) CC(=O)NS(=O)(=O)c1ccc(N/C(N)=N/c2nc(C)cc(C)n2)cc1
    -4	-1	-9	-6	5	·	-1	-7
(44) CC(C)(C)NC(=O)NC(=O)CN1CCN(S(=O)(=O)c2ccc3c(c2)OCCO3)CC1
    ·	·	·	-4	5	4.9	1	-5
(45) O=C(Nc1ccccn1)C1CCN(S(=O)(=O)c2ccc(Cl)cc2)CC1
    ·	·	·	-11	0	0.2	2	-7
(46) COc1ccc(-c2nnc(SCc3nnc(-c4cccs4)o3)n2CC2CCCO2)cc1 (stereo not given)
    -1	5	-5	·	-8	0.0	1	1
(47) Cc1cccc(OCC(=O)Nc2ccc(S(=O)(=O)N3CCN(C)CC3)cc2)c1
    -1	-2	-6	-7	·	·	·	2
(48) Cc1ccc(S(=O)(=O)CCc2ccncc2)cc1
    2	-1	10	3	3	·	0	-3
(49) COc1ccc(OCC(=O)N/N=C2\CCc3ccccc32)cc1
    -2	4	0	5	·	·	·	8
(50) CC(C)NC(=O)N(C)C[C@@H]1OCCCC[C@H](C)Oc2ccc(NS(C)(=O)=O)cc2C(=O)N([C@H](C)CO)C[C@@H]1C
    0	-9	2	16	11	-0.1	-5	1[16.7 µM]
(51) COC(=O)N/N=C\c1ccc(OC(=O)c2ccco2)cc1
    ·	·	·	2	-8	·	-4	-3
(52) CN(C)C(=O)c1cccc(-c2ccc3c(c2)[C@H]2[C@H](CCN2C(=O)C2CCOCC2)[C@@H](CO)N3)c1
    9	12	0	4	-18	-0.4	-4	-5[16.7 µM]
(53) CC(NC(=O)c1ccc(N(C)C)cc1)C1CC2CCC1C2 (stereo not given)
    1	2	-5	4	·	·	·	2
(54) CC1CC(Nc2ccccc2)c2ccccc2N1C(=O)c1ccncc1 (stereo not given)
    5	-12	4	23	-4	-0.1	-1	-1
(55) COCCN1Cc2c(sc(C)c2C)N(C(=O)c2ccccc2)C1
    -5	-6	3	16	·	·	·	9
(56) COc1cc(C2C(C(=O)c3cc4ccccc4o3)=C(O)C(=O)N2c2cc(C)on2)cc(OC)c1OC (stereo not given)
    -1	-3	-1	15	-26	·	2	-5

Some of these compounds in order of heavy-atom count, ascending:
Every second line gives: Cneo AK release	RAD54 branch	PglD DTNB	PGC1a acetyl inh	RAD52 inh	E-selectin induc	ERAP1 inh	miR122 inh
(48) Cc1ccc(S(=O)(=O)CCc2ccncc2)cc1
    2	-1	10	3	3	·	0	-3
(42) NC(=O)C1CCN(C(=O)CSc2ccccn2)CC1
    -1	-12	-3	-1	·	·	·	-2
(1) Cc1csc2ncc(C(=O)NC(C)c3ccccc3)c(=O)n12 (stereo not given)
    -2	0	-1	·	-12	3.8	7	·
(49) COc1ccc(OCC(=O)N/N=C2\CCc3ccccc32)cc1
    -2	4	0	5	·	·	·	8
(11) CN(C)CCN(C(=O)/C=C/c1cccs1)c1nc2ccc(Br)cc2s1
    -1	1	-2	·	-7	·	0	-6
(27) CCC1CCCCN1C(=O)C1CC(c2cc(Cl)c(OC)cc2OC)=NO1 (stereo not given)
    -1	0	4	-13	·	·	·	10
(6) CCc1ccc(N2CC(C(=O)N/N=C/c3cc([N+](=O)[O-])ccc3O)CC2=O)cc1 (stereo not given)
    -1	2	-3	2	-16	-0.8	2	1
(46) COc1ccc(-c2nnc(SCc3nnc(-c4cccs4)o3)n2CC2CCCO2)cc1 (stereo not given)
    -1	5	-5	·	-8	0.0	1	1
(34) O=C(C[C@@H]1C=C[C@H](NS(=O)(=O)c2ccc(F)cc2)[C@@H](CO)O1)N1CCc2ccccc2C1
    0	4	-5	-1	-3	0.1	1	·
(3) C[C@H]1CN([C@@H](C)CO)C(=O)c2cc(-c3ccc(C#N)cc3)cnc2O[C@@H]1CN(C)Cc1cccnc1
    -1	-4	-2	0	-5	0.0	1	-1[16.7 µM]
(17) C/C=C/c1cnc2c(c1)C(=O)N([C@@H](C)CO)C[C@H](C)[C@@H](CN(C)C(=O)Nc1ccc(C(F)(F)F)cc1)O2
    -4	-6	-5	5	7	0.3	-2	-1[16.7 µM]
(18) Cc1ccc(S(=O)(=O)N(C)C[C@H]2Oc3ccc(NC(=O)C4CCCCC4)cc3C(=O)N([C@@H](C)CO)C[C@H]2C)cc1
    -2	1	5	·	-4	0.1	-7	41[16.7 µM]
(16) C[C@@H]1CCCCO[C@H](CN(C)Cc2ccncc2)[C@@H](C)CN([C@H](C)CO)C(=O)c2cc(NS(=O)(=O)c3ccccc3)ccc2O1
    -3	-5	2	5	18	·	-4	-1[16.7 µM]
(37) Cc1noc(C)c1S(=O)(=O)Nc1ccc2c(c1)C(=O)N([C@H](C)CO)C[C@@H](C)[C@@H](CN(C)Cc1ccc(Oc3ccccc3)cc1)O2
    1	-2	0	-12	18	-6.3	0	65[16.7 µM]

Source: PubChem BioAssay (Broad Institute)
